Screening data deposited in PubChem BioAssay by National Center for Advancing Translational Sciences (NCATS).
p53 reactivation = qHTS assay for re-activators of p53 using a Luc reporter; H1299 p53-A138V BP100-luciferase reporter, luminescence, 24 h; Potency, µM (top dose mostly 92.2 µM), for the others: at the top dose activity change, positive = activation, actives largely listed as activators; 320,000 compounds, 0.063% hits; further: % of control where 0% means no effect; nearly all actives have a fitted effect of over 45% in size
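p53-null H1299 cells stably carrying temperature-sensitive p53-A138V and a BP100-luciferase reporter were pinned with compounds (4-point, 1:5 series) and held 24 hrs at 37 deg C. Luminescence was read 10 min after detection reagent.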
MLL CXXC-DNA inh = qHTS Fluorescence Polarization Assay for Inhibitors of MLL CXXC domain - DNA interaction | 290,000 compounds, 0.037% hits | MLL-CXXC / FITC-HOXA9 DNA fluorescence polarization | Histone-lysine N-methyltransferase 2A (Homo sapiens), Q03164 | Potency, µM (series often up to 115 µM), for the others: at the highest dose activity change, negative = inhibition, most hits filed as inhibitors; active means well fitted inhibition curve with a large enough effect in the polarisation, with a control signal flat, not every such curve was filed as active; inconclusive means small, poorly fitted or top-dose-only effect, or effect the other way, or a change in a side signal; inactive means no such curve, though single readings can be large or run the other way; the % refers to the polarisation
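Fluorescence polarization: 7 uM MLL-CXXC (stock) preincubated 5 min with compounds, then 50 nM fluorescein-HOX-A9 DNA (stock) added; 30 min ambient. Buffer 50 mM Tris-HCl pH 7.5, 50 mM NaCl, 1 mM DTT, 0.05% BSA.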
FLuc counter = qHTS profiling assay for firefly luciferase inhibitor/activator using purifed enzyme and Km concentrations of substrates (counterscreen for miR-21 project). AID 588342, 2011. Potency, µM (titrated, usually from 57.5 µM), for the others: at the top dose activity change, negative = inhibition, most hits filed as inhibitors. purified FLuc, Km substrates, luminescence inhibition. Luciferin 4-monooxygenase (Photinus pyralis), P08659. 360,000 compounds, 6.9% hits;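 further: plate controls were vehicle for no effect and reference inhibitor for full effect; nearly all actives have a fitted effect of over 55% in size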
Target sequence (P08659 whole entry, looked up): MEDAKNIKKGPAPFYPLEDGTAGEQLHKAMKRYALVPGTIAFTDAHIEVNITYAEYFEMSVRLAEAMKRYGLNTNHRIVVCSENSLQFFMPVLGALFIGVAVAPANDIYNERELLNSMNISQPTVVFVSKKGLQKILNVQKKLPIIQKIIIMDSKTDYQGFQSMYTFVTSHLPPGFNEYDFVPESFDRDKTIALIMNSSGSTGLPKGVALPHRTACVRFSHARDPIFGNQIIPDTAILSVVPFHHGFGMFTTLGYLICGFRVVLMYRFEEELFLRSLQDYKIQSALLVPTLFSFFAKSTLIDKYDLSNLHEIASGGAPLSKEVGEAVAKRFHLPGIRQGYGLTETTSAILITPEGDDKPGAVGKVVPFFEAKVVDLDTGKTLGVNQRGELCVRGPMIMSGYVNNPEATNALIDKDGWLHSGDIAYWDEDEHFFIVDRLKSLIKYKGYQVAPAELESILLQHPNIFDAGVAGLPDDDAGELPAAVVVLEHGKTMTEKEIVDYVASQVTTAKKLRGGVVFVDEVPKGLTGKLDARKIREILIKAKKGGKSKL
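Biochemical qHTS of compounds, final roughly 60 µM downward over six points, against 10 nM purified firefly luciferase using Km concentrations of substrates (10 uM D-luciferin, 10 uM ATP) in Tris acetate pH 7.5 buffer; luminescence output.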
NPC1 promoter act = qHTS Assay for NPC1 Promoter Activators; Huh7 NPC1 promoter luciferase reporter, 24 h; Potency, µM (highest dose often 9.22 µM), without a hit: at the top dose activation, most hits filed as activators; 320,000 compounds, 2.4% hits;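 further: % of control where 0% means no effect; nearly all actives have a fitted effect of over 60% in size; reporter is driven by a mutant NPC1 promoter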
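Huh7 reporter cells (NPC1 promoter driving luciferase) are dosed with compound for 24 h at 37 °C, 5% CO2; luciferase detection reagent is then added and luminescence measured after 10 min at ambient temperature.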
ELG1 genotoxic = qHTS screen for small molecules that induce genotoxicity in human embryonic kidney (HEK293T) cells expressing luciferase-tagged ELG1 | HEK293T ELG1-luciferase reporter, luminescence, 16 h | Potency, µM (highest dose often 46 µM), inactives show at the top dose activity change, positive = activation, hits mostly activators | 330,000 compounds, 1.3% hits | AID 504466, 2011; further: % of control where 0% means no effect; nearly all actives have a fitted effect of over 60% in size
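ELG1-luciferase HEK293T cells, 2,000/well; compound pinned in; 16 hr, 37 °C, 5% CO2; ONE-Glo, 30 min RT; luminescence on CCD imager.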
VP16 counter = VP16 counterscreen qHTS for inhibitors of ROR gamma transcriptional activity. Drosophila S2 Gal4-VP16 UAS-luciferase, luminescence, 20 h. Potency, µM (highest dose often 53.6 µM), for the others: top-dose activity, negative = inhibition, actives largely listed as inhibitors. 310,000 compounds, 3.5% hits;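 further: Gal4-VP16 expression switched on by copper sulfate through the metallothionein promoter; on the % scale 0 is the no-effect control and ±100 the full control effect; nearly all actives have a fitted effect of over 50% in size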
uPA surface inh = qHTS for Inhibitors of Cell Surface uPA Generation. cell surface uPA generation assay, qHTS. Potency, µM (series often up to 38.3 µM), for the others: at the highest dose activity change, negative = inhibition, most hits filed as inhibitors. 330,000 compounds, 0.31% hits. AID 540303, 2011; active means well fitted inhibition curve with a large enough effect; inconclusive means small, poorly fitted or top-dose-only effect; inactive means no such curve, though single readings can be large or run the other way; tested in mouse RAW 264.7 cells; further: on the % scale 0 is the no-effect control and ±100 the full control effect; nearly all actives have a fitted effect of over 55% in size
Rab9 prom act = qHTS Assay for Rab9 Promoter Activators; Potency, µM (series often up to 9.22 µM), without a hit: at the highest dose activation, negative = inhibition, hits mostly activators; 320,000 compounds, 2.8% hits; Huh7 Rab9 promoter-luciferase reporter, luminescence, 24 h; further: % of control where 0% means no effect; nearly all actives have a fitted effect of over 60% in size
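Promoter activation is measured as luciferase luminescence in Huh7 cells stably transfected with a Rab9 promoter–luciferase construct, following 24 h compound exposure at 37 °C and 10 min reagent incubation at ambient temperature.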
MBNL1 CUG block = qHTS Assay for Inhibitors of MBNL1-poly(CUG) RNA binding | Potency, µM (top dose mostly 57.5 µM), without a hit: top-dose activity change, negative = inhibition, actives largely listed as inhibitors | TR-FRET MBNL1-His/biotin-(CUG)12 binding, 665/545 ratio | Muscleblind-like protein 1 (Homo sapiens), Q9NR56 | 280,000 compounds, 0.036% hits | AID 2675, 2010; active means well fitted inhibition curve with a large enough effect in the signal ratio, with a control signal flat, not every such curve was filed as active; inconclusive means small, poorly fitted or top-dose-only effect, or effect the other way, or a change in a side signal; inactive means no such curve, though single readings can be large or run the other way; the % refers to the signal ratio; further: on the % scale 0 is the no-effect control and ±100 the full control effect
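Compound titration spanned 92 nM–58 uM against the MBNL1-His/biotin-(CUG)12 complex. After 60 min at room temperature with 5 nM streptavidin-XL665 and 0.055 ng/ul terbium anti-His, ratiometric 665/545 nm emission (Ex 340 nm) normalized to controls.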
RORgamma inh = qHTS for inhibitors of ROR gamma transcriptional activity. 310,000 compounds, 5.4% hits. Potency, µM (series often up to 53.6 µM), for inactives: at the top dose activity change, negative = inhibition, usual class: inhibitors. AID 2551, 2010. Nuclear receptor ROR-gamma (Mus musculus), P51450. Drosophila S2 Gal4-RORgamma UAS-luciferase reporter, 20 h; further: on the % scale 0 is the no-effect control and ±100 the full control effect; nearly all actives have a fitted effect of over 60% in size
Target sequence (P51450 whole entry, looked up, the tested form may be a part): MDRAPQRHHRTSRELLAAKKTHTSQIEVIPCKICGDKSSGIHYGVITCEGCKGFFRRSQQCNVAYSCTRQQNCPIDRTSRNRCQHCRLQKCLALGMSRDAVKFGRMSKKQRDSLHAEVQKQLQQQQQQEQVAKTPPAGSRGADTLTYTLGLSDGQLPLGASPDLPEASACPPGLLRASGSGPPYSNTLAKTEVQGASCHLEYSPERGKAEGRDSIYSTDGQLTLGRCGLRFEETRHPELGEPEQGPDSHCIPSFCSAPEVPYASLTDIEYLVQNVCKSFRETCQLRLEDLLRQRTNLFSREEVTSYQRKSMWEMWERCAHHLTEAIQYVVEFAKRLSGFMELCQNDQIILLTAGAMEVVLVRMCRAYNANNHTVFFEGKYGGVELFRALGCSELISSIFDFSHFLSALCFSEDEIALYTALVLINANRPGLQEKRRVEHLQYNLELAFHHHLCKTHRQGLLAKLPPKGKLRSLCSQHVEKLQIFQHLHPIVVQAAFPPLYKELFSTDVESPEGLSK
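Compounds are pin-transferred onto Drosophila Schneider cells expressing a copper-inducible Gal4–ROR gamma transactivation domain fusion. After 1 hr, copper sulfate is added to 700 uM final; luciferase is read 20 hr later.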
BRCA1 expr up = qHTS Assay to Identify Small Molecule Activators of BRCA1 Expression | 380,000 compounds, 1.1% hits | MCF7-BRCA1-FFLuc reporter, luminescence, 48 h; response scale: scaled: vehicle 0%, 10 µM genistein 100% | Potency, µM (doses to about 46.1 µM), inactives show at the highest dose activation, usual class: activators; further: nearly all actives have a fitted effect of over 80% in size; some results filed as inactive show a strong effect at the top dose
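MCF7 cells carrying a BRCA1-firefly luciferase reporter (2000 cells/well, phenol-red free MEM) were attached for 2 h at 37 °C, then given compounds for 48 h. Luminescence was read 15 min after luciferase reagent; activity normalized to genistein (10 microM) and DMSO.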
* = called active by the depositor; ? = inconclusive; / = no result given; [ ] = dose if it differs, or a comment. Unless noted, the call rests on the fitted dose curve; in most records, active means well fitted curve in the direction sought with a large enough effect; inconclusive means small, poorly fitted or top-dose-only effect, or another doubt; inactive means no such curve, though single readings can be large; an effect the other way counts as inactive or inconclusive. Potency means the concentration at half of the fitted maximal effect. Some of the compounds tested. The share of hits here may be higher or lower than overall.

canonical_smiles | MBNL1 CUG block | FLuc counter | uPA surface inh | BRCA1 expr up | Rab9 prom act | NPC1 promoter act | p53 reactivation | MLL CXXC-DNA inh | ELG1 genotoxic | VP16 counter | RORgamma inh
COC(=O)c1scc(C)c1N1C(=O)c2ccccc2C1=O | -2% | -1% | 0% | -5% | -4% | 0% | 1% | -1% | 0% | 19% | 8%
O=C(N/N=C/C1CC=CCC1)c1ccc(Cl)cc1O (stereo not given) | ? | 19µM* | 4% | 21% | 3% | 2% | 32µM* | 11% | 2% | 10µM* | 13µM*
COc1ccc(C(=O)OC(C)C(=O)NC2CCCCC2C)cc1S(=O)(=O)N1CCOCC1 (stereo not given) | / | 1% | 13% | -14% | -3% | -3% | -2% | / | 2% | / | /
CC1CCCC(C)N1C(=O)COC(=O)c1cccc(S(=O)(=O)N(C)c2ccccc2)c1 (stereo not given) | / | ? | 5% | 1% | -5% | -2% | -5% | / | -3% | / | /
COC(=O)c1c(O)c2c([nH]c1=O)CCCC2 | -14% | 4% | 1% | -1% | -3% | -4% | 0% | -2% | 0% | -3% | -8%
CCCn1c(=O)c(C(=O)NCCc2ccc(OC)cc2)c(O)c2ccccc21 | -16% | 7% | -4% | -40% | 1% | 3% | 6% | -1% | -17% | 13µM* | ?
CCOc1ccc2cc(C(=O)NCc3ccccc3)c(=N)oc2c1 | 20% | 21µM* | -4% | 43% | -6% | 0% | 10% | 0% | ? | -2% | 23%
O=C(O)/C(=C/c1cccnc1)NC(=O)c1ccccc1 | -8% | 3% | 0% | 0% | 2% | -5% | -3% | 0% | 3% | ? | -9%
C#CCOCCOCCOCCNc1nc(N2CCN(C(=O)Cn3cc(CC(C)O)nn3)CC2)nc(N2CCN(C(=O)[C@H](CCCCN)n3cc(CCC(=O)O)nn3)CC2)n1 (stereo not given in full) | 9% | 0% | 0% | 0% | -7% | -1% | -2% | 14% | 3% | 3% | 29%
COc1ccc(CCNC(=O)NC23CC4CC(CC(C4)C2)C3)cc1OC | 2% | 1% | -2% | -9% | 20% | 1% | 6% | 2% | -3% | -6% | 16%

By substructure: the entries above with a COOH group.
canonical_smiles | MBNL1 CUG block | FLuc counter | uPA surface inh | BRCA1 expr up | Rab9 prom act | NPC1 promoter act | p53 reactivation | MLL CXXC-DNA inh | ELG1 genotoxic | VP16 counter | RORgamma inh
O=C(O)/C(=C/c1cccnc1)NC(=O)c1ccccc1 | -8% | 3% | 0% | 0% | 2% | -5% | -3% | 0% | 3% | ? | -9%
C#CCOCCOCCOCCNc1nc(N2CCN(C(=O)Cn3cc(CC(C)O)nn3)CC2)nc(N2CCN(C(=O)[C@H](CCCCN)n3cc(CCC(=O)O)nn3)CC2)n1 (stereo not given in full) | 9% | 0% | 0% | 0% | -7% | -1% | -2% | 14% | 3% | 3% | 29%

Later entries:
canonical_smiles | MBNL1 CUG block | FLuc counter | uPA surface inh | BRCA1 expr up | Rab9 prom act | NPC1 promoter act | p53 reactivation | MLL CXXC-DNA inh | ELG1 genotoxic | VP16 counter | RORgamma inh
Clc1ccc(-c2cn3c(n2)CCC3)cc1 | -10% | 12µM* | -3% | ? | ? | 2.2µM* | ? | -3% | 4.1µM* | 11% | ?
COc1ccc(C(=O)N2CCN(Cc3cc(OC)ccc3OC)CC2)cc1 | -6% | 1% | 1% | -30% | -3% | -39%[inhibitor] | 0% | -5% | -1% | -6% | -28%
Cc1cccc(N2CCN(C(=O)c3ccccc3SCC(=O)N3CCCC3)CC2)c1C | / | / | -4% | -45% | -2% | -1% | -1% | / | -7% | / | /
CCN1C(=O)[C@H]2[C@@H](c3ccc(C)cc3)N3C(=O)N(c4cccc(Br)c4)C(=O)[C@@]3(CC(C)C)[C@H]2C1=O | / | 1% | 10% | -28% | -1% | -2% | -4% | / | -9% | / | /
CCCCC(C(=O)NC1CCCC1)N(Cc1ccco1)C(=O)Cn1nnc(-c2ccc(F)cc2)n1 (stereo not given) | -1% | 7% | 6% | -20% | -3% | -4% | 4% | 12% | -14% | -7% | -7%
CCC(=O)N(Cc1cc(=O)[nH]c2ccccc12)c1cccc(C)c1 | 31%[activator] | 4% | 4% | -46% | -3% | -5% | -21% | 6% | 0% | -11% | 19%
CC(=O)NC12CC3CC(C1)CC(C(=O)Nc1nc4c(C)cccc4s1)(C3)C2 | -3% | ? | -5% | -24% | 0% | 2% | 0% | 8% | -7% | -7% | 20%
CN(CC(=O)Nc1ccccc1C(=O)NC1CC1)Cc1ccc(Cl)s1 | / | 7% | 3% | 6% | -2% | -5% | 2% | / | -2% | / | /
O=C(N=C1c2ccccc2CN1c1ccc(F)c(F)c1)c1cccnc1 | 8% | -15% | 1% | 43% | 15% | 8% | -4% | 4% | 11% | -18% | 32%
COc1ccc(OC)c(NC(=O)CSC2=NN3CCCC(=O)N=C3S2)c1 | 1% | 0% | 0% | -24% | -1% | -1% | -4% | 4% | -5% | 3% | 18%
CCOC(=O)CN1CCC(c2cc(-c3ccc(Cl)cc3)n[nH]2)CC1 | 0% | -10% | -22% | 14% | 3% | 4% | 25% | -17% | -4% | -6% | 0%
CC(Sc1nnc(-c2cccnc2)n1-c1ccccc1F)C(=O)N1CCCc2ccccc21 (stereo not given) | -9% | 5% | / | / | 1% | -5% | -3% | 5% | -7% | -12% | 1%
CCCC(=O)Nc1ccc(NC(=O)c2cc3ccccc3o2)c(OC)c1 | 4% | ? | -1% | 35% | 2.5µM* | 4µM* | / | 22% | 18% | 3% | ?
COc1ccc2c(CC(=O)NCc3cccs3)coc2c1 | -3% | ? | -1% | 54% | ? | 16% | -3% | 3% | 13% | 11% | ?
C/C(Cn1nnc([N+](=O)[O-])n1)=N\NC(=O)c1ccccc1O | / | 11µM* | -22% | 2% | -4% | -1% | 13% | 0% | -12% | ? | 5.6µM*
CNCc1ccccc1Sc1cc(O)ccc1O | 51%[activator] | 9.5µM* | -14% | -35% | -1% | 7% | -21% | 8% | 7% | ? | 16µM*
COc1ccc(C/C(C)=N/NC(=S)Nc2ccc(C)c(C)c2)cc1 | -12% | ? | 4% | -26% | 0% | 0% | -3% | 4% | -1% | 10µM* | ?
COc1cccc(NC(=O)C(C)OC(=O)c2n[nH]c3ccccc23)c1 (stereo not given) | / | ? | 9% | -8% | 0% | 4% | 5% | / | 2% | / | /
COc1ccc(-c2nnc3n2CCCCC3)cc1 | -11% | 0% | 1% | -8% | -1% | -2% | 0% | 2% | -2% | 3% | -8%
Cc1cccc(C)c1OCc1cc(C(=O)NCc2ccc(Cl)s2)no1 | -6% | -2% | 1% | 15% | 0% | -6% | 12% | 9% | -2% | 14% | 13%
COc1ccc(NC(=O)C(Sc2ccccc2)c2ccccc2)c(OC)c1 (stereo not given) | -4% | 0% | -14% | -34% | -1% | -3% | -7% | -1% | -8% | 12% | ?
CCOc1cc(C(=O)Nc2c(C)ccc3nsnc23)cc(OCC)c1OCC | 11% | 8% | 9% | -11% | 0% | -6% | -8% | -2% | -2% | -7% | -32%
O=C(Nc1ccccn1)C1COc2ccccc2O1 (stereo not given) | -10% | ? | 6% | -20% | 19% | 16% | ? | 2% | ? | -13% | -32%
CC(C)CN(C(=O)CSc1nnnn1-c1ccccc1)c1c(N)n(CC(C)C)c(=O)[nH]c1=O | -6% | 3% | 0% | -8% | -5% | 0% | -2% | 5% | -2% | -15% | -18%
Cc1nn(-c2ccccc2)c2sc(C(=O)N3CCc4ccccc4C3)cc12 | -13% | -8% | 1% | -2% | -2% | -5% | -1% | 2% | -1% | ? | ?
ClC(/C=N/n1cnnc1)=C/c1ccccc1 | 1% | 4% | -15% | -51% | -3% | -2% | ? | 9% | 8% | 24% | -18%
